From PubChem
IL-1B inflam inh: blocks inflammasome-driven IL-1 beta release; THP-1 LPS/ATP IL-1B secretion, AlphaLISA, 16 h; hits give low values; activity change, % at 57.5 µM; 360,000 compounds, 4.7% hits; AID 743279; in the data active means activity change below about -50%; inconclusive means mostly about -30% to -49%; further: on the % scale 0 is the no-effect control and ±100 the full control effect
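Secreted IL-1B measured by AlphaLISA bead assay after 16 h compound exposure of THP-1 cells; compounds (final up to 57.5 uM) added 1 h before LPS (250 ng/mL) and ATP (1.25 mM) stimulation; lower signal means less secretion.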
HT1080NT lethal: kills 2HG-producing HT-1080-NT fibrosarcoma cells; HT-1080-NT fibrosarcoma viability, CellTiter-Glo ATP luminescence, 48 h; Potency, µM (titrated, usually from 46.1 µM), inactives show at the highest dose activity, negative = less viability, hits mostly cytotoxic; 360,000 compounds, 1.6% hits; AID 686970;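 further: NT is the 2HG producing partner of a matched IDH1 knockdown line; potency means the concentration at half of the fitted maximal effect; 0% = DMSO-treated cells and -100% = media-only wells without cells; nearly all actives have a fitted effect of over 55% in size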
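HT-1080-NT fibrosarcoma cells (2HG-overproducing), 750 cells/well in RPMI with 5% FBS, dosed after 2 h and incubated 48 h at 37C. CellTiter-Glo luminescence normalized to DMSO and no-cell wells; concentration-response curves fitted and classed.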
SW480 rereplic: induces DNA re-replication in SW480 colon adenocarcinoma cells | SW480 DNA re-replication, Hoechst DNA content imaging, 48 h | Potency, µM (titrated, usually from 46.1 µM), inactives show top-dose re-replication activation, hits mostly activators | 340,000 compounds, 1.8% hits; further: potency means the concentration at half of the fitted maximal effect; % of control where 0% means no effect; nearly all actives have a fitted effect of over 55% in size
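Per well, 250 cells were exposed to pinned compound for 48 hr. Nuclear DNA was visualised with Hoechst (40 min, 37 C) and total object intensity recorded by fluorescence scanning.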
MCF10A rerep: induces DNA re-replication in MCF 10a normal breast cells | MCF 10A DNA re-replication, Hoechst nuclear intensity, 48 h | 350,000 compounds, 2.9% hits | AID 624296 | Potency, µM (highest dose often 46.1 µM), for the others: top-dose activity, positive = re-replication, usual class: activators; further: potency means the concentration at half of the fitted maximal effect; % of control where 0% means no effect; nearly all actives have a fitted effect of over 50% in size
KB-3-1 tox: KB-3-1 parental cell cytotoxicity | KB-3-1 viability, CellTiter-Glo ATP luminescence, 72 h | Potency, µM (highest dose often 46.1 µM), for the others: at the highest dose activity change, negative = cytotoxic, most hits filed as cytotoxic | 400,000 compounds, 1.4% hits | AID 1347075; further: potency means the concentration at half of the fitted maximal effect; on the % scale 0 is the no-effect control and ±100 the full control effect; nearly all actives have a fitted effect of over 60% in size
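Parental KB-3-1 adenocarcinoma cells in phenol-red-free DMEM with 10% FBS were pin-treated with compounds at several concentrations, incubated 72 h at 37 °C, and viability read by CellTiter-Glo luminescence; concentration-effect curves were fitted after normalization.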
HT1080 IDH1KD tx: HT-1080 IDH1 knockdown cell toxicity (counter line); HT-1080 IDH1 knockdown viability, ATP luminescence, 48 h; Potency, µM (doses to about 46.1 µM), for the others: at the highest dose activity, negative = toxicity, usual class: cytotoxic; 360,000 compounds, 2% hits;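 further: potency means the concentration at half of the fitted maximal effect; 0% = DMSO wells and -100% = cell-free medium wells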
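Cytotoxicity counter-line: IDH1KD HT-1080, 48 h, CellTiter-Glo. Curves classed by r2, magnitude and activity.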
KB-V1 cytotox: KB-V1 MDR subline cytotoxicity; KB-V1 MDR cells viability, CellTiter-Glo, 72 h; Potency, µM (series often up to 46.1 µM), for inactives: at the top dose activity change, negative = cytotoxicity, hits mostly cytotoxic; 400,000 compounds, 3.4% hits; AID 1347076; further: potency means the concentration at half of the fitted maximal effect; on the % scale 0 is the no-effect control and ±100 the full control effect; nearly all actives have a fitted effect of over 60% in size
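Luminescent ATP read-out (CellTiter-Glo, 10 min) measures survival of drug-selected KB-V1 MDR cells after 72 h, 37 degrees C compound exposure. Medium: phenol-red-free DMEM, 10% FBS. Values from fitted concentration-response curves.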
D3 ag: D3 dopamine receptor (human) agonism; P35462; D3R DiscoveRx beta-arrestin cells, luminescence, 90 min; max activation, %; 410,000 compounds, 0.58% hits; in the data active means max activation above about 30%; further: 0% is about no effect; mostly tested at two doses, the higher about 12 µM
Target sequence (P35462 whole entry, looked up): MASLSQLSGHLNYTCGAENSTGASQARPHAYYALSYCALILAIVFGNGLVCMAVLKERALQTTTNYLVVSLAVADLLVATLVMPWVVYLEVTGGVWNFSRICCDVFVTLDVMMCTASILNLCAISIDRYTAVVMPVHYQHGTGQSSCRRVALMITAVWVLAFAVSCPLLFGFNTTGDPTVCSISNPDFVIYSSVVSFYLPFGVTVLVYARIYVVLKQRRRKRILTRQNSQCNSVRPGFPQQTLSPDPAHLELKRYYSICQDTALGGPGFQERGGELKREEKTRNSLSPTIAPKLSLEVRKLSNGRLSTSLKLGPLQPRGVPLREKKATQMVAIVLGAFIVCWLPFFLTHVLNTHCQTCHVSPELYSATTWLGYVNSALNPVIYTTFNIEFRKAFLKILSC
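Cells at 1500/well, incubated overnight, then treated with pinned compounds (dopamine as control) for 90 min at 37 degrees C. DiscoveRx reagent added for 30 - 60 minutes at room temperature; luminescence read.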
GLP1R cytotox: cytotoxic in the GLP-1 receptor inverse agonist counter-screen; Potency, µM (doses to about 38.3 µM), without a hit: at the top dose activity change, negative = inhibition, usual class: inhibitors; 410,000 compounds, 0.13% hits; HEK293 cAMP-luciferase reporter cells, luminescence, 24 h; AID 624418;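 further: loss of luciferase light is scored as toxicity; potency means the concentration at half of the fitted maximal effect; on the % scale 0 is the no-effect control and ±100 the full control effect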
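Luminescence readout: signal drop marks cytotoxicity. Plated cells grew 12 h at 37 °C, 5% CO2, received 23 nL compound for 24 h, then got luciferase reagent, read after 12 min at RT.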
Starred values were filed as active, the others as inactive; ? = inconclusive; . = no result given; [ ] = remark or other dose. Unless noted, the call rests on the fitted dose curve; in most records, active means well fitted curve in the direction sought with a large enough effect; inconclusive means small, poorly fitted or top-dose-only effect, or another doubt; inactive means no such curve, though single readings can be large; an effect the other way counts as inactive or inconclusive.

No.	SMILES	IL-1B inflam inh	HT1080NT lethal	SW480 rereplic	MCF10A rerep	KB-3-1 tox	HT1080 IDH1KD tx	KB-V1 cytotox	D3 ag	GLP1R cytotox
1	CCOC(=O)c1sc(=NC(=O)COc2ccccc2)n(C)c1C	4	24%	2%	1%	-8%	11%	-10%	7	-2%[0.307 µM]
2	Cc1ccc(NC(=O)C(C)SCc2nc3sc4c(c3c(=O)[nH]2)CCCC4)nc1 (stereo not drawn)	27	1%	5%	8%	4%	1%	-2%	-6	2%
3	CCN(CC)c1ccc(/C=N/N2CCN(c3ccccc3OC)CC2)cc1	-12	8%	-3%	3%	9%	11%	-11%	-10	-18%
4	CCS(=O)(=O)N1CCc2cc(C(=O)Nc3ccc(OC)cc3OC)ccc21	.	.	.	.	0%	.	-4%	0	-2%
5	COc1ccc(C(=O)OCC(=O)NCC2CCCCC2)c(OC)c1	26	-1%	-25%	-17%	9%	3%	2%	-6	3%
6	CC(=O)N1CCc2cc(Br)cc(S(=O)(=O)N3CCN(c4cccc(C)c4)C(C)C3)c21 (stereo not drawn)	.	.	.	.	-6%	.	13%	2	-2%
7	O=C1NCCOC(=O)[C@@H](Cc2ccc(F)cc2)CC/C=C/C[C@@H]1CC(=O)N(CCO)Cc1ccccc1	2	0%	-10%	5%	23%	12%	?	4	11%
8	Fc1cccc(NC(=S)NCc2ccccn2)c1	-4	0%	-7%	7%	21%	1%	26%	7	10µM*
9	Cn1c(SCc2cccc(Br)c2)nnc1-c1ccncc1	5	-1%	-6%	-4%	3%	-10%	-1%	2	2%
10	CN(C(=O)CSc1nc2ccccc2s1)c1c(N)n(Cc2ccccc2)c(=O)[nH]c1=O	15	-18%	-9%	1%	-7%	-5%	6%	0	6%
11	COC(=O)C[C@@H]1CC[C@@H](NS(=O)(=O)c2ccc(F)cc2)[C@@H](CO)O1	0	19%	.	.	2%	16%	3%	1	-4%
12	CCOCCCn1c(=N)c(C(=O)NC2CCCCC2)cc2c(=O)n3ccccc3nc21	.	.	.	.	6%	.	1%	4	92%[activator]
13	CN(c1ccccc1)S(=O)(=O)c1ccc(C(=O)NCC2CCCO2)cc1 (stereo not drawn)	9	16%	-1%	2%	-3%	1%	-16%	-1	-1%
14	CCOC(=O)c1sc2nc(C)nc(Nc3ccccc3)c2c1C	-3	?	-25%	-6%	-2%	10%	-13%	-1	-11%
15	COc1cc(/C=C2/N=C(c3ccccc3F)OC2=O)cc(Cl)c1OS(C)(=O)=O	0	18%	-7%	-7%	-1%	-7%	-13%	1	8%
16	Cn1c(=O)c2c(nc(SCC(=O)Nc3ccc(F)cc3)n2Cc2ccc(Cl)cc2)n(C)c1=O	.	.	.	.	-5%	.	?	-1	2%
17	COc1ccc(/C=C(/NC(=O)c2ccc(Br)o2)C(=O)Nc2cccc(C(=O)O)c2)cc1	-14	-3%	.	.	9%	2%	-12%	1	7%
18	CC(C)N1CCC2(CC1)Oc1ccc(Br)cc1C1CC(c3cccnc3)=NN12 (stereo not drawn)	-12	-13%	23%	?	0%	?	-14%	4	14%
19	CC1CCCC(NC(=O)CN2C(=O)NC(c3ccccc3)(c3ccccc3)C2=O)C1C (stereo not drawn)	-17	-12%	11%	5%	?	-2%	?	-5	-1%
20	Cc1c(Cl)cccc1NC(=O)NCc1ccc(F)cc1	-21	-3%	7%	-8%	-12%	0%	-5%	-18	-23%
21	CCCn1c2ccccc2c2cnn(CC(=O)NC3CCN(Cc4ccccc4)CC3)c(=O)c21	?	-1%	29%	18%	-3%	7%	-6%	-16	0%
22	O=C(CC(=O)c1ccccn1)c1ccccc1	60	-10%	?	-5%	?	?	13µM*	8	-34%
23	c1ccc2c(c1)[nH]c1nc3nncn3nc12	0	3%	2%	?	5%	-3%	-28%	11	6%
24	O=C(Nc1ccc(N2CCOCC2)c(Cl)c1)c1cccnc1	-15	22%	-2%	-1%	6%	16%	?	-6	-15%
25	COc1ccc(N2CCN(C(CNC(=O)C(=O)NCc3cccnc3)c3ccco3)CC2)cc1 (stereo not drawn)	67	5%	5%	1%	-7%	-2%	?	4	0%

5 of the compounds above, in transposed form:
5) COc1ccc(C(=O)OCC(=O)NCC2CCCCC2)c(OC)c1
19) CC1CCCC(NC(=O)CN2C(=O)NC(c3ccccc3)(c3ccccc3)C2=O)C1C (stereo not drawn)
22) O=C(CC(=O)c1ccccn1)c1ccccc1
8) Fc1cccc(NC(=S)NCc2ccccn2)c1
3) CCN(CC)c1ccc(/C=N/N2CCN(c3ccccc3OC)CC2)cc1

Compound	5	19	22	8	3
IL-1B inflam inh	26	-17	60	-4	-12
HT1080NT lethal	-1%	-12%	-10%	0%	8%
SW480 rereplic	-25%	11%	?	-7%	-3%
MCF10A rerep	-17%	5%	-5%	7%	3%
KB-3-1 tox	9%	?	?	21%	9%
HT1080 IDH1KD tx	3%	-2%	?	1%	11%
KB-V1 cytotox	2%	?	13µM*	26%	-11%
D3 ag	-6	-5	8	7	-10
GLP1R cytotox	3%	-1%	-34%	10µM*	-18%

Other compounds:
No.	SMILES	IL-1B inflam inh	HT1080NT lethal	SW480 rereplic	MCF10A rerep	KB-3-1 tox	HT1080 IDH1KD tx	KB-V1 cytotox	D3 ag	GLP1R cytotox
26	COc1ccccc1Nc1nc2cc(C)ccc2cc1C#N	41	2%	?	-3%[9.22 µM]	7%	4%	1%	4	13%
27	COc1ccccc1N(CC(=O)NCc1ccco1)S(C)(=O)=O	7	16%	-24%	-7%	-9%	16%	-1%	-10	10%
28	COc1cccc(N2CCN(CC(=O)NCc3cccs3)CC2)c1	9	11%	0%	-4%	7%	11%	-5%	-6	14%
29	Cc1nc(SCC(=O)N2CCNC2=O)c2ccccc2n1	-96*	?	?	?	-12%	?	0%	5	-8%
30	COc1cc(C(C2C(=O)CC(C)(C)CC2=O)C2C(=O)CC(C)(C)CC2=O)ccc1O	37	3%	-13%	-4%	13%	0%	-9%	4	22%
31	CCS(=O)(=O)N1CCc2cc(C(=O)Nc3cccc(Cl)c3C)ccc21	.	.	.	.	-9%	.	-5%	-7	-12%
32	CCS(=O)(=O)Nc1ccc(C(=O)CC2(O)C(=O)Nc3ccc(Br)cc32)cc1 (stereo not drawn)	32	1%	5%	?	7%	-3%	11%	-6	50%[activator]
33	C/C(=N\NC(=O)CSc1nc(C)cc(C)n1)c1cccs1	20	0%	-2%	-5%	-1%	6%	-4%	-7	2%
34	O=C(COC(=O)C1CC(O)CN1S(=O)(=O)c1ccc(Cl)cc1)c1ccccc1 (stereo not drawn)	7	8%	-5%	-5%	-1%	5%	-17%	5	-4%
35	Cc1ccc(-c2csc3ncnc(N4CCc5ccccc5C4)c23)cc1	36	-9%	7%	18µM*	-21%	-25%	?	25	11%[1.53 µM]
36	O=C(CSc1nc2c(sc3ccccc32)c(=O)n1Cc1ccco1)NCC1CCCO1 (stereo not drawn)	39	-9%	-7%	8%	9%	-7%	-5%	0	-23%
37	O=C(NCCN1CCCCCC1)c1ccc(CS(=O)(=O)c2ccc(Br)cc2)o1	-8	-11%	1%	0%	-8%	-5%	-10%	-12	-4%
38	CC1CC(=O)c2cn3c(nc2C1)nc1ccccc13 (stereo not drawn)	-23	-8%	-1%	-6%	5%	1%	?	16	2%
39	Cc1cccc(NC(=S)NCC(c2cccnc2)N2CCOCC2)c1C (stereo not drawn)	0	13%	-9%	-1%	15%	24%	-25%	-5	-1%
40	c1ccc(COc2cccc(CNCc3cccnc3)c2)cc1	-1	-9%	?	-26%	-12%	-3%	?	-10	15%
41	COc1ccccc1[C@@H]1C(c2ccc(F)cc2)=NN(c2ccccc2)[C@H]1C(=O)N1CCOC1=O	-4	-3%	21µM*	4.1µM*	0%	-8%	-8%	11	63%[activator]
42	O=C(NC1CCCCC1)C1CCCN(S(=O)(=O)c2cccc3cccnc23)C1 (stereo not drawn)	6	-1%	-8%	-1%	1%	9%	9%	-3	0%
43	CC(=O)OC1CC(c2cc(C(C)(C)C)c(O)c(C(C)(C)C)c2)=NO1 (stereo not drawn)	44	?	15µM*	?	6%	?	?	-4	-7%
44	COc1ccc(CNC(=O)CSc2nc3ccc(C)cc3[nH]2)cc1OC	13	-34%	0%	0%	10%	-23%	-12%	2	18%
45	CCOC(=O)c1c(NC(=O)C2CCCCC2)sc2c1CCN(CC)C2	?	-1%	-2%	0%	0%	-21%	8%	-12	-4%
46	COc1ccc(CN(C)C[C@H]2OCCCC[C@@H](C)Oc3ccc(NS(C)(=O)=O)cc3C(=O)N([C@H](C)CO)C[C@@H]2C)cc1	0	7%	.	.	17%	2%	?	2	4%

Single records, from the list above:
O=C(CSc1nc2c(sc3ccccc32)c(=O)n1Cc1ccco1)NCC1CCCO1 (stereo not drawn) across the screens: IL-1B inflam inh: 39; HT1080NT lethal: -9%; SW480 rereplic: -7%; MCF10A rerep: 8%; KB-3-1 tox: 9%; HT1080 IDH1KD tx: -7%; KB-V1 cytotox: -5%; D3 ag: 0; GLP1R cytotox: -23%
Cc1ccc(-c2csc3ncnc(N4CCc5ccccc5C4)c23)cc1 across the screens: IL-1B inflam inh: 36; HT1080NT lethal: -9%; SW480 rereplic: 7%; MCF10A rerep: 18µM*; KB-3-1 tox: -21%; HT1080 IDH1KD tx: -25%; KB-V1 cytotox: ?; D3 ag: 25; GLP1R cytotox: 11%[1.53 µM]
